GALK inhibitor: qHTS Assay for Inhibitors of Human Galactokinase (GALK): NCGC Sytravon Library Screen | P51570 | recombinant GALK, Kinase-Glo ATP luminescence, 1 h | Potency, µM (highest dose often 57.5 µM), for inactives: at the highest dose activity, negative = inhibition, most hits filed as inhibitors | 44,000 tested, under 10 active | AID 1347072, 2019;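 also: plate controls were full GALK reaction for no effect and reaction lacking GALK for full effect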
Target sequence (P51570 whole entry, looked up): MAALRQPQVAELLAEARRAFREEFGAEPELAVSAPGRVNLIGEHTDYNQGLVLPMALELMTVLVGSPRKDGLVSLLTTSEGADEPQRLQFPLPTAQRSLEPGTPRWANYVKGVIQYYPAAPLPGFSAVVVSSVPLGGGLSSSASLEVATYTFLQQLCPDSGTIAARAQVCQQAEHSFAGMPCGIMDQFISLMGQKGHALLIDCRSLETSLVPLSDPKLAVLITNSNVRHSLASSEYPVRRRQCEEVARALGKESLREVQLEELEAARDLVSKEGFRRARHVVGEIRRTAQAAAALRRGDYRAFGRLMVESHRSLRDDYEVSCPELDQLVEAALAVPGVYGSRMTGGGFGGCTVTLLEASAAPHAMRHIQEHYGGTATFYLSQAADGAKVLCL
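5 nM GALK with 35 µM ATP and 100 µM galactose in HEPES pH 8.0, MgCl2, NaCl, DTT, BSA; 1 h RT reaction, remaining ATP detected by Kinase-Glo Plus luminescence after 10 min; qHTS concentration series.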
FH mod: Identification of activators of human fumarate hydratase by quantitative high-throughput screening; FH coupled MDH/diaphorase resazurin fluorescence, 15 min; hit rate 0.22% among 54,000; Potency, µM (top dose mostly 79.9 µM), inactives show at the highest dose activity change, negative = inhibition, most hits filed as inhibitors; Fumarate hydratase, mitochondrial (Homo sapiens), P07954; also: potency is read from the fitted curve at half-maximal effect; % is scaled to controls: 0 for no effect and ±100 for the full control effect; the screen sought activators but most active calls are inhibition curves; nearly all actives have a fitted effect of over 45% in size
p53null 39C kill: qHTS Screen for Compounds that Selectively Target Cancer Cells with p53 Mutations: Cytotoxicity of p53 Null Cells at the Nonpermissive Temperature | hit rate 0.97% among 55,000 | Potency, µM (top dose mostly 46.1 µM), for the others: at the highest dose activity, negative = cell killing, most hits filed as cytotoxic | H1299 p53-null (neo) cells, 39C, ATPlite viability, 24 h;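 also: potency is read from the fitted curve at half-maximal effect; 0% = DMSO only and -100% = full killing by 100 µM tamoxifen; nearly all actives have a fitted effect of over 50% in size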
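ATP-luminescence viability readout (ATPlite, 20 min RT) after 24 hr compound treatment at 39C of H1299-neo or H1299-p53A138V cells; titration up to 46 uM; normalized to DMSO and 100 uM tamoxifen; Hill-fit AC50.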
TSG101-PTAP inh: qHTS Validation Assay for Inhibitors of HIV-1 Budding by Blocking the Interaction of PTAP/TSG101: Sytravon Library Screen; Potency, µM (titrated, usually from 115 µM), without a hit: top-dose activity change, negative = inhibition, usual class: inhibitors; 44,000 tested, under 10 active; Fluorescence polarization, FITC-PTAP peptide/Tsg101, 20 min; also: potency is read from the fitted curve at half-maximal effect; 0% is about no effect
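FITC-labeled PTAP peptide (50 nM final) binding to Tsg101 binding domain (10 uM final) read by fluorescence polarization after 20 min at r.t. in HEPES pH 7.5 buffer. Actives by CRC class, <25 µM.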
B2AR arrestin ag: qHTS assay of beta-arrestin-biased ligands of beta2-adrenergic receptor: NCGC Sytravon Library Screen | Beta-2 adrenergic receptor (Homo sapiens), P07550 | HTLA Tango cells, beta-arrestin recruitment, luciferase luminescence, 18 h | Potency, µM (doses to about 46.1 µM), inactives show at the highest dose activation, hits mostly activators | 44,000 tested, under 10 active | AID 1347077, 2019;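 also: potency is read from the fitted curve at half-maximal effect; 0% = DMSO and full agonism = EC100 isoproterenol or metaproterenol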
Target sequence (P07550 whole entry, looked up): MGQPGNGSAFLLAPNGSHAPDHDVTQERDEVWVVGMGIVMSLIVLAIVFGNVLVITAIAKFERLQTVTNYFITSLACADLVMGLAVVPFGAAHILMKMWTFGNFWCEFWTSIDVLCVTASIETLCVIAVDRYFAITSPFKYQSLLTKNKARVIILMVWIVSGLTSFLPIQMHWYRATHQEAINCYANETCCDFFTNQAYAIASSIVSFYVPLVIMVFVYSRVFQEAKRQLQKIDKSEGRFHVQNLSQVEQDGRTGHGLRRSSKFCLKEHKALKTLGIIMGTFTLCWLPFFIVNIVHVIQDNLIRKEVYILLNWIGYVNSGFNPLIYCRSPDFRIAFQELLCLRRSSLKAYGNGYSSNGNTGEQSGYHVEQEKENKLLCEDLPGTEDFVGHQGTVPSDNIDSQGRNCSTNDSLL
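Tango cells (recombinant beta2-AR, beta-arrestin, tTA-driven luciferase), 1500/well in DMEM 1% FBS, treated 18 h at 37 °C with compounds up to 46 µM; luciferin mix added, luminescence read after 15 min; %activity curves fitted and curve-classed.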
NTMT1 inh: Primary qHTS for Inhibitors of N-terminal methyltransferase 1 (NTMT1): MTaseGlo Assay; N-terminal Xaa-Pro-Lys N-methyltransferase 1 (Homo sapiens), Q9BV86; NTMT1 MTase-Glo SAH luminescence, purified enzyme; Potency, µM (top dose mostly 114 µM), without a hit: top-dose activity change, negative = inhibition, actives largely listed as inhibitors; hit rate 2.5% among 59,000; AID 1645870, 2021;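 also: potency is read from the fitted curve at half-maximal effect; plate controls were DMSO vehicle for no effect and no enzyme for full effect; nearly all actives have a fitted effect of over 65% in size; many of its hits are not listed in these tables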
Target sequence (Q9BV86 whole entry, looked up): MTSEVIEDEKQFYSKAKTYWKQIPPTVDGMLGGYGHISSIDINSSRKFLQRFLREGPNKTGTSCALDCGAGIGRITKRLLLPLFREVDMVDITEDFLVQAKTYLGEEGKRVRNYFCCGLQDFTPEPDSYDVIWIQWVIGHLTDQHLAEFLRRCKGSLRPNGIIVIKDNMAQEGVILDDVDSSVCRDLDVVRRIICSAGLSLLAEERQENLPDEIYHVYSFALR
p53null 32C kill: qHTS Screen for Compounds that Selectively Target Cancer Cells with p53 Mutations: Cytotoxicity of p53 Null Cells at the Permissive Temperature; H1299-neo p53 null cells, ATP luminescence, 24 h, 32C; Potency, µM (series often up to 46.1 µM), without a hit: at the top dose activity change, negative = cytotoxicity, usual class: cytotoxic; hit rate 0.62% among 55,000;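 also: potency is read from the fitted curve at half-maximal effect; 0% = DMSO only and -100% = full killing by 100 µM tamoxifen; nearly all actives have a fitted effect of over 55% in size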
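ATP-content luminescence in p53-null H1299-neo cells after 24 h compound exposure (up to 46 uM) at 32C permissive temperature; 0% and 100% killing set by DMSO and 100 uM tamoxifen; Hill-equation AC50.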
The depositor's hits bear a star; ? = inconclusive; nt = not tested or not shown; [ ] = dose if it differs, or a comment. Calls follow the shape of the dose curve; as a rule, active = well fitted curve in the direction sought with a large enough effect; inconclusive = small, poorly fitted or top-dose-only effect, or another doubt; inactive = no such curve, though single readings can be large; an effect the other way counts as inactive or inconclusive. Not all compounds are listed; the hit share may differ from the screen's.

structure | B2AR arrestin ag | p53null 39C kill | TSG101-PTAP inh | p53null 32C kill | GALK inhibitor | NTMT1 inh | FH mod
Cc1ccc(C)n1-c1nnc(N2CCC(C(=O)Nc3ccccc3Br)CC2)s1 | -3.8% | -17.1% | -2.8% | -5.9% | 6.7% | ? | -8.6%
COc1ccc(CCNC(=O)Cn2c(=O)nc(-c3ccccc3F)c3cc(Cl)ccc32)cc1OC | 5.3% | -2.6% | 3.2% | -2.6% | -2.1% | -5.8% | -17.8%
Cn1ccc2cc(S(=O)(=O)N3CCCC(C(=O)NCc4ccc(F)cc4)C3)ccc21 (centres undefined) | 2.0% | 5.1% | -1.3% | 6.6% | -0.6% | 6.4% | -5.3%
CCc1ccc(NC(=O)Nc2ccccc2OCc2cc(=O)n3ccccc3n2)cc1 | 0.0% | 2µM* | -1.2% | ? | -6.0% | ? | -1.8%
COc1ccccc1/C=C/c1nc(C#N)c(N2CCN(c3ccccc3)CC2)o1 | -0.7% | -16.8% | -5.2% | 1.9% | 0.5% | -1.5% | -31.8%
COc1ccccc1N1CCN(S(=O)(=O)c2c(C)sc3ncn(CC(=O)Nc4cccc(Cl)c4)c(=O)c23)CC1 | -2.3% | 6.4% | 1.7% | 12.8% | -3.0% | 0.6% | -22.3%
Cc1cccc(CSc2cn(CC(=O)N3CCOCC3)c3ccccc23)c1 | -0.4% | ? | -6.0% | -15.0% | 0.5% | -26.0% | -16.8%
COc1ccc(OC)c(CCNC(=O)CS(=O)(=O)Cc2nc(-c3cccc(Cl)c3)oc2C)c1 | -0.6% | 7.5% | -5.8% | 32.8%[activator] | 7.0% | 3.7% | -11.8%
O=C(Cn1cc(S(=O)(=O)Cc2ccccc2F)c2ccccc21)NCc1ccccc1 | -0.1% | -18.3% | -0.9% | -11.6% | 0.1% | 0.1% | 2.7%
COc1ccc(NC(=O)C(C)n2nnc3sc(-c4ccccc4)cc3c2=O)cc1Cl (centres undefined) | 0.1% | -9.4% | -1.6% | -19.1% | 8.7% | ? | -13.8%
CCOc1ccc(NC(=O)Cn2cc(C(=O)c3ccc(C)c(C)c3)c(=O)c3cc(OC)c(OC)cc32)cc1 | 0.9% | 7.1% | -6.7% | 5.2% | -3.9% | 16.8% | -0.1%
Cc1nn(CCCC(=O)NCCc2ccc(Cl)cc2)c(=O)c2c1sc1ccccc12 | -0.6% | ? | 1.0% | ? | -8.4% | 8.1% | -1.4%
Cc1ccc(Cn2c(SCc3ccc(C(=O)O)cc3)nc3cccnc32)cc1 | 0.6% | -19.2% | -2.4% | -14.9% | 10.3% | -10.3% | -3.8%
Cc1cc(C)c(NC(=O)Cn2c(SCC(=O)NCc3ccccc3)nc3ccccc32)c(C)c1 | 1.0% | -6.1% | -6.2% | -5.0% | -0.3% | -5.0% | -1.1%
Cc1ccc(-c2nnc(Nc3ccc(Br)cc3)c3ccccc23)cc1S(=O)(=O)N1CCCCC1 | 0.6% | -2.2% | 1.6% | 3.9% | 0.3% | nt | nt
O=C(NCCCN1CCN(c2ccccc2F)CC1)c1sc2ncccc2c1-n1cccc1 | -0.4% | -5.9% | -1.4% | -4.4% | -3.7% | 6.4% | -6.4%
CCOC(=O)c1c(C)[nH]c(C)c1S(=O)(=O)N1CCC(C(=O)N2CCN(c3cccc(C)c3C)CC2)CC1 | -2.9% | 0.5% | 0.5% | 20.4% | -8.8% | -1.3% | -25.2%
O=C(CSc1nnc(-c2ccccc2F)o1)Nc1cccc(C(F)(F)F)c1 | -4.3% | -5.4% | 0.7% | -8.4% | -4.6% | 11.8% | -8.1%
Cn1c(SCc2ccc(F)cc2)nc2ccc(C(=O)NCc3ccc(F)cc3)cc21 | 0.6% | 7.5% | -1.0% | 19.5% | -0.3% | -2.0% | -11.8%
COc1ccc(C)cc1NC(=O)c1c2c(nc3ccccc13)C(=O)N(C1CCCCC1)C2 | 2.0% | -18.5% | -5.9% | -16.5% | -1.3% | -12.3% | -26.3%
Cc1ccccc1S(=O)Cc1ccc(C(=O)N2CCN(c3cccc(C)c3C)CC2)o1 (centres undefined) | -0.6% | ? | -8.1% | -18.2% | 0.0% | -1.6% | -17.8%
COc1ccc(OC)c(NC(=O)c2nc(SCc3ccccc3F)ncc2Cl)c1 | -1.4% | -3.8% | -0.1% | 0.3% | 3.5% | 1.2% | -19.2%
CCOc1ccc(NC(=O)C(=O)NCc2ccco2)cc1 | 0.6% | 2.5% | -4.2% | -3.0% | 0.0% | -1.9% | 5.8%
O=C(C1CCC1)N1CCc2cc(S(=O)(=O)NCc3ccc(F)cc3)ccc21 | 0.2% | 7.1% | -0.4% | 7.1% | 0.0% | 4.2% | 2.2%
Cc1ccccc1S(=O)(=O)Cc1ccc(C(=O)NCCc2ccccc2)o1 | -0.1% | -13.6% | 0.9% | -14.4% | 8.4% | -0.5% | -18.2%
COc1ccc(S(=O)(=O)NCC(c2ccco2)N2CCN(c3ccccc3F)CC2)cc1OC (centres undefined) | -1.0% | 3.3% | 1.4% | -1.2% | 0.4% | 9.6% | -12.2%
O=C(Nc1cccc(C(F)(F)F)c1)C1CCN(S(=O)(=O)c2cccs2)CC1 | 0.7% | -11.6% | 1.8% | ? | -14.0% | -0.7% | -19.5%
Cc1c(Cl)cccc1NC(=O)Cn1c(=O)n(Cc2nc(-c3ccccc3)no2)c(=O)c2cc3c(cc21)OCO3 | 1.3% | 13.3% | -6.8% | 2.2% | -0.6% | 6.7% | -17.3%
O=C(Nc1nc2c(F)cc(F)cc2s1)c1ccc2c(c1)OCCO2 | 0.0% | -40.2% | -1.4% | -16.7% | -2.1% | 5.8% | -4.3%
COc1ccc(-c2cc(C)no2)cc1S(=O)(=O)NC(C)C | -1.0% | -3.4% | -1.0% | -4.5% | 2.4% | 0.5% | 9.5%
Cc1ccc(NC(=O)CN2C(=O)CC(c3ccc(F)cc3)=Nc3ccccc32)cc1F | 0.0% | -9.9% | -3.5% | -6.3% | -1.3% | 6.0% | -2.2%
CC(C)c1cc(-c2nc(-c3cccc(Cl)c3)no2)n[nH]1 | -1.3% | -27.0% | -5.0% | 0.3% | -3.3% | 3.2% | -4.8%
COC(=O)c1ccccc1NC(=O)CCS(=O)(=O)c1nc(-c2ccc3c(c2)OCO3)cc(C(F)(F)F)n1 | -0.1% | ? | -3.1% | -21.2% | 0.0% | -4.6% | -3.9%
Clc1cccc(-n2ncc3c(NC4CCCCCC4)ncnc32)c1 | -1.2% | ? | -3.9% | -8.0% | -0.5% | ? | -28.0%
CCC(Oc1ccccc1)C(=O)Nc1ccc2oc(-c3ccc(OC)cc3)nc2c1 (centres undefined) | -2.0% | -4.3% | 0.0% | -2.4% | 2.0% | -2.1% | -11.4%
COc1ccc(CNC(=O)c2ccc(CS(=O)(=O)c3ccc(Br)cc3)o2)cc1 | 1.0% | -2.8% | -0.3% | 24.0% | 0.2% | 1.2% | -2.7%
CCCN(CCC)CCCNC(=O)Cn1ncc2c3ccccc3n(Cc3ccccc3F)c2c1=O | -4.0% | -18.8% | 1.4% | -0.9% | 3.3% | -17.0% | -16.2%
Cc1ccccc1Cc1c(C)nc2nc(SCC(=O)NC(C)c3ccccc3)nn2c1C (centres undefined) | -1.3% | 8.9% | -14.8% | 17.4% | -7.4% | -1.3% | -23.1%
CCn1nc(C)c2c(-c3ccccc3)cc(=O)n(C(C)C(=O)NCCC(C)C)c21 (centres undefined) | 1.6% | 34.3%[activator] | -7.4% | 21.7% | -0.9% | 9.2% | -7.0%
CCCCNC(=O)CSc1nnc(C)c2c(C)n(-c3ccccc3)nc12 | 0.2% | ? | -4.7% | 4.4% | 4.5% | 15.5% | -4.1%
COc1cc(C(CC(=O)NCc2ccccc2Cl)N2Cc3ccccc3C2=O)cc(OC)c1OC (centres undefined) | 1.0% | 23.4% | 0.5% | 9.2% | 0.3% | ? | 6.4%
O=C(CNC(=O)c1ccc(Cl)cc1)OCc1cc(=O)n2ccsc2n1 | 0.5% | 4.4% | -3.9% | -4.0% | 0.9% | 11.7% | 7.7%
CS(=O)(=O)N1CCc2cc(C(=O)Nc3ccc(S(N)(=O)=O)cc3)ccc21 | -1.2% | -14.2% | -2.1% | -2.8% | 1.9% | 3.5% | -4.6%
COc1cc(C2Nc3ccccc3-c3nnc(SCc4ccc(Cl)cc4)nc3O2)ccc1OCC(=O)O (centres undefined) | -1.9% | 7.8% | -9.8% | 7.7% | -0.2% | 18.2% | -5.7%
COc1cccc(NC(=O)c2csnn2)c1 | -3.4% | 1.3% | -2.2% | -11.5% | -5.2% | -17.6% | 3.1%

Full records, quoted from the list:
Listed for CCCCNC(=O)CSc1nnc(C)c2c(C)n(-c3ccccc3)nc12 = B2AR arrestin ag: 0.2%; p53null 39C kill: ?; TSG101-PTAP inh: -4.7%; p53null 32C kill: 4.4%; GALK inhibitor: 4.5%; NTMT1 inh: 15.5%; FH mod: -4.1%
Listed for CC(C)c1cc(-c2nc(-c3cccc(Cl)c3)no2)n[nH]1 = B2AR arrestin ag: -1.3%; p53null 39C kill: -27.0%; TSG101-PTAP inh: -5.0%; p53null 32C kill: 0.3%; GALK inhibitor: -3.3%; NTMT1 inh: 3.2%; FH mod: -4.8%

(more compounds)
structure | B2AR arrestin ag | p53null 39C kill | TSG101-PTAP inh | p53null 32C kill | GALK inhibitor | NTMT1 inh | FH mod
O=C(CCn1nc(-c2ccc(Cl)cc2)ccc1=O)NCCc1ccccc1 | 2.6% | -3.4% | -3.0% | -6.2% | 1.5% | -4.7% | -15.3%
CC(C)Oc1ccc(C(=O)Nc2c(C(=O)Nc3cccc(F)c3)oc3ccccc23)cc1 | -0.3% | ? | 2.5% | ? | -11.8% | -28.9% | -3.9%
Cc1cc(O)c(C(c2ccc(F)cc2)N2CCCCC2)c(=O)n1Cc1ccco1 (centres undefined) | -0.5% | 7.4% | -5.2% | -6.4% | 1.8% | -8.2% | -5.3%
CCc1ccc(C(=O)CC2(O)C(=O)N(CCc3ccccc3)c3ccc(Cl)cc32)cc1 (centres undefined) | 1.0% | ? | -4.7% | 49.4%[activator] | -0.9% | -18.5% | -25.0%
O=C(NC1CCN(Cc2ccccc2)CC1)c1ccc(Cn2c(=O)c3ccccc3n(Cc3ccc(Cl)cc3)c2=O)cc1 | 0.7% | -10.3% | -2.5% | 9.5% | -0.8% | -0.2% | 0.1%
CC(=O)c1cccc(NC(=O)N2CCC(CN3CCCCC3)CC2)c1 | 0.3% | -4.5% | 2.1% | -8.5% | -8.5% | -2.5% | -1.6%

Source: PubChem BioAssay (National Center for Advancing Translational Sciences (NCATS))
